Screening results deposited in PubChem by National Center for Advancing Translational Sciences (NCATS).
Chronic BCR inh – inhibitors of chronic active B-cell receptor signaling. ABC-DLBCL IkBa-CBG/CBR reporter, luminescence ratio, 4 h. AID 493014. Potency, µM (highest dose often 46.1 µM), without a hit: at the highest dose ratio change, negative = lower green/red ratio, hits mostly inhibitors. hit rate 0.05% among 340,000; active means well fitted inhibition curve with a large enough effect in the signal ratio, with a control signal flat, not every such curve was filed as active; inconclusive means small, poorly fitted or top-dose-only effect, or effect the other way, or a change in a side signal; the % refers to the signal ratio;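 further: potency means the concentration at half of the fitted maximal effect; plate controls were basal doxycycline-induced cells for no effect and cells given 10 µM MG132 for full effect; MG132 reads +100%, hits lower the ratio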
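TMD8 human ABC-DLBCL cells with doxycycline-inducible IκBα–green luciferase fusion and unfused red luciferase, in 0.5% FBS medium; compounds up to 46 uM, 4 h at 37C. Green/red luminescence ratio, filter-overlap corrected, fitted to concentration-response curves.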
AT treatment – candidate therapy for ataxia-telangiectasia; […] A-T fibroblasts, KAP-1 phosphorylation AlphaLISA; neocarzinostatin DNA damage 30 min before lysis; Potency, µM (titrated, usually from 57.5 µM), for the others: at the highest dose activation, actives largely listed as activators; hit rate 0.19% among 320,000; AID 485349; further: potency means the concentration at half of the fitted maximal effect; % of control where 0% means no effect; nearly all actives have a fitted effect of over 45% in size
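hTERT-immortalized A-T patient fibroblasts ([…]), 500 cells/well in OPTI-MEM, 1% FBS, got compounds for 60 min, then NCS for 30 min at 37C. Lysates were then assayed for phospho-KAP-1 by AlphaLISA (anti-pKAP1 donor, anti-KAP1 acceptor beads), 6 hr at 25C.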
a7 integrin act – integrin-mediated muscular dystrophy alleviation activation | alpha7betagal myoblasts, beta-gal FDG fluorescence, 48 h | Potency, µM (series often up to 38.3 µM), without a hit: at the top dose activation, usual class: activators | hit rate 0.064% among 350,000 | AID 624291;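 further: potency means the concentration at half of the fitted maximal effect; 100% = response of the positive control SU9516; nearly all actives have a fitted effect of over 60% in size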
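alpha7betagal+/- myoblasts (passage 13, 250/well) treated 48 h at 37C with compounds at 1:260 dilution of DMSO stock. Lysed, then beta-galactosidase activity read as FDG fluorescence (ex 480/em 540) after 30 min, with pre-read for autofluorescence.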
TCR activator – activates T cell receptor signaling; primary human leukocytes, anti-CD3, IL-2 HTRF, 48 h; Potency, µM (highest dose often 9.22 µM), inactives show at the highest dose activation of IL-2 secretion, most hits filed as activators; 330,000 tested, under 10 active; further: % of control where 0% means no effect
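TCR engagement came from a-CD3 beads alone, with compounds added to primary human leukocytes for 48 hr. Secreted IL-2 bridged europium cryptate- and d2-labelled anti-IL-2 antibodies, giving FRET emission at 665nm after 320nm excitation.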
PTAP TSG101 blk – blocks PTAP/TSG101 interaction to inhibit HIV-1 budding; Q99816; Fluorescence polarization, FITC-PTAP peptide / Tsg101 binding; Potency, µM (top dose mostly 115 µM), for inactives: at the top dose activity change, negative = inhibition, hits mostly inhibitors; 340,000 tested, under 10 active; active means well fitted inhibition curve with a large enough effect in the main read-out, with a control signal flat, not every such curve was filed as active; inconclusive means small, poorly fitted or top-dose-only effect, or effect the other way, or a change in a side signal; inactive means no such curve, though single readings can be large or run the other way; further: potency means the concentration at half of the fitted maximal effect; % of control where 0% means no effect
Target sequence (Q99816 whole entry, looked up): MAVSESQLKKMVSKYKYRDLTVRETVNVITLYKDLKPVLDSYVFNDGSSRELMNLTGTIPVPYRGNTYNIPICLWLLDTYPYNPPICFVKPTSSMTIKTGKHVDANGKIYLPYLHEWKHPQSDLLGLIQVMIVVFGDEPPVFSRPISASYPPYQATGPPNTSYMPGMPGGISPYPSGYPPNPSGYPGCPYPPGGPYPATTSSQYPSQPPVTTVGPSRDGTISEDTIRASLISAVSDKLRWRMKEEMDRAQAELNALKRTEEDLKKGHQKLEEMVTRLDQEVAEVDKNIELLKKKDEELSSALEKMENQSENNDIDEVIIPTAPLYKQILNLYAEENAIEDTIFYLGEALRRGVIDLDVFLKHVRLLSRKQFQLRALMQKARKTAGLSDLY
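Tsg101 binding domain (10 uM final) was mixed with compound and a FITC-labeled PTAP peptide (50 nM final) in HEPES pH 7.5 buffer with NaCl, Tween 20, EDTA and TCEP; fluorescence polarization was read after 20 min at r.t.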
S-ASM inh – blocks human secretory acid sphingomyelinase; P17405; placental ASM, HMU-PC fluorogenic substrate, 60 min; Potency, µM (highest dose often 57.5 µM), without a hit: at the top dose activity change, negative = inhibition, hits mostly inhibitors; hit rate 0.006% among 340,000; further: potency means the concentration at half of the fitted maximal effect
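HMU-PC0 cleavage (9 uM final) by human placental ASM, 60 min at 37 °C following 10 min compound exposure at RT; stopped at pH 10, fluorescence Ex 386/Em 447 nm.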
Tb PFK inh – inhibitors of T. brucei phosphofructokinase; O15648; T. brucei PFK, ADP-Glo luminescence; Potency, µM (doses to about 57.5 µM), inactives show top-dose activity, negative = inhibition, most hits filed as inhibitors; hit rate 0.17% among 330,000;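 further: potency means the concentration at half of the fitted maximal effect; 0% = uninhibited 1x PFK enzyme wells and -100% = no-enzyme wells; nearly all actives have a fitted effect of over 60% in size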
Target sequence (O15648 whole entry, looked up): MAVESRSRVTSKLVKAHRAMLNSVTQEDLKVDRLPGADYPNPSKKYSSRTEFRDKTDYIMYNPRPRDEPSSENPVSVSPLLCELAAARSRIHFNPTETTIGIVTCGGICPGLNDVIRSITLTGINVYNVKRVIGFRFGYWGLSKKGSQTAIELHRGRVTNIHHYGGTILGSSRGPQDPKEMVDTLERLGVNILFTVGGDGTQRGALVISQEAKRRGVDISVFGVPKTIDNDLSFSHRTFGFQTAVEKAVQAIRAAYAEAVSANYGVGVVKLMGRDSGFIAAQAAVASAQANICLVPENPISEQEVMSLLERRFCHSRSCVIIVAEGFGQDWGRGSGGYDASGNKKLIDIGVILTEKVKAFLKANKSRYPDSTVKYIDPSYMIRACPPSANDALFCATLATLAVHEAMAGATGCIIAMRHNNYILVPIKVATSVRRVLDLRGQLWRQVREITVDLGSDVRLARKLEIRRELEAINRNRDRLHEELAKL
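Activity is normalized to no-enzyme wells (full inhibition) and 1.25 nM enzyme wells (no inhibition). Reaction: 0.5 mM F6P, 0.1 mM ATP, 45 min RT, ADP-Glo luminescence; concentration-response curves fitted and classed by quality.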
ELG1 repair inh – ELG1-dependent DNA repair inhibition | hit rate 2.3% among 330,000 | HEK293T ELG1-luciferase reporter, luminescence, 16 h; DNA damage induced by 5-fluorouridine | Potency, µM (titrated, usually from 46.1 µM), for inactives: at the highest dose activity change, negative = inhibition, most hits filed as inhibitors; further: potency means the concentration at half of the fitted maximal effect; on the % scale 0 is the no-effect control and ±100 the full control effect; nearly all actives have a fitted effect of over 55% in size
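Quantitative HTS, concentration-response format. 2,000 cells/well co-treated with 5-fluorouridine and compound, 16 hr in 5% CO2 at 37 °C; ONE-Glo luminescence read after 30 min.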
Mito fusion act – inhibitors of mitochondrial division or activators of mitochondrial fusion; AID 485298; hit rate 0.23% among 320,000; S. cerevisiae fusion-defective mutant growth rescue, CellTiterGlo 48 h; Potency, µM (series often up to 46.1 µM), inactives show at the highest dose growth rescue (activation), hits mostly activators;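 further: potency means the concentration at half of the fitted maximal effect; % of control where 0% means no effect; nearly all actives have a fitted effect of over 45% in size; temperature-sensitive fusion mutants such as fzo1-1 at 37 °C on non-fermentable ethanol glycerol medium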
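Yeast fusion mutant, YPEG (non-fermentable carbon), compound, 48 h at 37C non-permissive; CellTiterGlo added, 10 min RT, luminescence read. Rescued growth = division inhibition.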
TSHR antag – blocks TSH signaling through the human TSH receptor; P16473; TSHR-expressing cells, TSH-stimulated cAMP HTRF, 2 h; active compounds read low; activity change, negative = inhibition, % at 11.5 µM; hit rate 0.2% among 330,000;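 active means activity change below a set negative limit, meaning inhibition stronger than a set level, cut at about -70% in these data; inconclusive means activity change between two set negative limits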; further: on the % scale 0 is the no-effect control and ±100 the full control effect
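Cell-based HTRF cAMP assay; TSHR cells + compound, TSH EC80 (4nM final), 2 h, 37 deg C. Lysis with anti-cAMP cryptate and cAMP-d2, 30 min RT, read 665/620 nm.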
Eya2 inh – blocks the phosphatase activity of human Eya2 | O00167 | recombinant Eya2, OMFP fluorescence dephosphorylation (OMFP is methylfluorescein phosphate) | Potency, µM (titrated, usually from 76.9 µM), without a hit: at the highest dose activity, negative = inhibition, hits mostly inhibitors | hit rate 0.006% among 330,000 | AID 488837; further: potency means the concentration at half of the fitted maximal effect; on the % scale 0 is the no-effect control and ±100 the full control effect
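Eya2 protein (added as 0.2 uM solution) was preincubated with compound for 10 min at ambient temperature in 50 mM HEPES pH 7.5, 50 mM NaCl, 5 uM MgCl2, 0.05% BSA, 1 mM DTT. OMFP (added at 50 uM) then reacted 10 min; fluorescence read at 485/525 nm.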
Active calls of the source: *; u = inconclusive; x = no result given; [ ] = dose if it differs, or a comment. Unless noted, the call rests on the fitted dose curve; in most records, active means well fitted curve in the direction sought with a large enough effect; inconclusive means small, poorly fitted or top-dose-only effect, or another doubt; inactive means no such curve, though single readings can be large; an effect the other way counts as inactive or inconclusive.

SMILES	Chronic BCR inh	AT treatment	a7 integrin act	TCR activator	PTAP TSG101 blk	S-ASM inh	Tb PFK inh	ELG1 repair inh	Mito fusion act	TSHR antag	Eya2 inh
CCN(C(=O)c1ccc(S(=O)(=O)N2CCC(C)CC2)cc1)C1CCS(=O)(=O)C1 (centres undefined)	-2%	13%	7%	-3%	1%	x	1%	-4%	3%	3	9%
CCCc1cc(=O)oc2c(C)c(OC(C)C(=O)NCCN3CCOCC3)ccc12 (centres undefined)	2%	-2%	25%	3%	-1%	4%	0%	-2%	-11%	-5	1%
CCOC(=O)c1cccc(NC(=O)/C=C/c2cccc([N+](=O)[O-])c2)c1	-9%	-1%	-11%[7.66 µM]	x	-2%	-4%	-1%	-23%	-1%	8	5%
CN(C)S(=O)(=O)c1cccc(NC(=O)COC(=O)CCC(=O)c2ccc(F)cc2)c1	5%	-3%	2%	-1%[46.1 µM]	-3%	-2%	-2%	15%	0%	-2	4%
CCC(C(=O)Nc1c(C)cc(C)cc1C)N1CCCCCC1 (centres undefined)	-1%	1%	-24%	x	0%	0%	2%	-20%	-1%	1	0%
CC1CCc2c(sc3ncnc(N4CCOCC4)c23)C1 (centres undefined)	x	x	-17%	6%	-4%	1%	x	x	21%	x	x
Cn1cc([N+](=O)[O-])c(C(=O)N/N=C/c2ccc([N+](=O)[O-])cc2)n1	3%	-2%	5%	3%[46.1 µM]	-2%	-1%	-4%	11%	-4%	-6	-4%
C[C@H](CO)N1C[C@H](C)[C@@H](CN(C)C(=O)Nc2ccc(C(F)(F)F)cc2)Oc2ccc(NC(=O)NC3CCCCC3)cc2C1=O	8%	20%	-12%	-3%	-9%	-2%	-2%	2%	x	-4	0%
O=C(O)c1ccc2c(c1)nnn2C1CCCCC1	3%	9%	7%	2%	-1%	5%	0%	-1%	-2%	2	9%
Cc1ncc([N+](=O)[O-])n1Cc1cccc2ccccc12	-1%	x	7%	9%[46.1 µM]	0%	-6%	1%	-3%	5%	5	2%
O=C(CCC(=O)Nc1ccccc1)NNC(=O)CCc1ccccc1	2%	4%	-4%	-4%	-4%	0%	2%	7%	1%	3	-16%
CC(C)(OC(=O)NC(=O)C(F)(F)F)C(C)(C)OC(=O)NC(=O)C(F)(F)F	9%	3%	4%	6%	-4%	-2%	-4%	-1%	1%	9	1%
O=C(Cc1ccccc1)Nc1cc(C(=O)c2ccccc2)ccc1N1CCOCC1	u	-1%	-23%	-5%	-2%	-4%	0%	26µM*	2%	-1	7%
COc1ccc(C(=O)Nc2cccc(/C(C)=N/NC(=O)c3ccc([N+](=O)[O-])c(C)c3)c2)cc1OC	0%	5%	-54%[inhibitor]	-16%	-5%	-9%	0%	u	-6%	-2	15%
CCCNC(=O)NC(C)C12CC3CC(CC(C3)C1)C2 (centres undefined)	5%	x	19%	x	-8%	-3%	1%	0%	6%	-23	-11%
O=C(NCC(c1ccco1)N1CCN(c2ccccc2F)CC1)C1CCCCC1 (centres undefined)	-11%	0%	18%	5%	0%	x	-8%	u	20%	-3	0%
Cc1ccc2c(c1)N(CC(=O)NCCCN1C(C)CCCC1C)C(=O)c1cccnc1O2 (centres undefined)	2%	-7%	9%	0%	-6%	9%	-6%	4%	-1%	1	-7%
CC(=O)c1cccc(N(C(=O)c2csnn2)C(C(=O)NC2CCCC2)c2ccccc2)c1 (centres undefined)	-5%	0%	-18%	0%	-1%	4%	0%	-10%	2%	-13	-18%
COC(=O)c1ccc(CSc2nnnn2C)o1	2%	5%	15%	2%	-6%	-2%	2%	3%	7%	35	-4%
CC(C)(C)C(=O)OC/C(N)=N/OC(=O)c1ccc(Cl)cc1	13%	10%	-6%	-5%	-4%	1%	1%	13%	-10%	-3	-7%
CCCOc1ccc(N2C(=O)C3C(C(C)C)NC4(C(=O)c5ccccc5C4=O)C3C2=O)cc1 (centres undefined)	u	4%	-14%	6%	-3%	-1%	1%	0%	11%	3	-14%
O=C(CN1CCOCC1)Nc1ccccc1C(=O)O	2%	-1%	20%	-11%	-9%	1%	4%	1%	-1%	1	11%
O=C(c1cccc(S(=O)(=O)N2CCOCC2)c1)N1CCN(c2ccc(F)cc2)CC1	0%	-2%	u	8%	0%	2%	0%	-9%	3%	1	-30%
O=C(O)C1CCN1C1CCCCC1 (centres undefined)	4%	-1%	20%	6%	-1%	3%	-5%	9%	-2%	0	10%
CCCCc1c(C)nc2ccccc2c1SCCC(=O)O	9%	-2%	21%	4%	-7%	-1%	1%	6%	4%	-11	4%

Already shown: entries from further up.
SMILES	Chronic BCR inh	AT treatment	a7 integrin act	TCR activator	PTAP TSG101 blk	S-ASM inh	Tb PFK inh	ELG1 repair inh	Mito fusion act	TSHR antag	Eya2 inh
O=C(Cc1ccccc1)Nc1cc(C(=O)c2ccccc2)ccc1N1CCOCC1	u	-1%	-23%	-5%	-2%	-4%	0%	26µM*	2%	-1	7%
COc1ccc(C(=O)Nc2cccc(/C(C)=N/NC(=O)c3ccc([N+](=O)[O-])c(C)c3)c2)cc1OC	0%	5%	-54%[inhibitor]	-16%	-5%	-9%	0%	u	-6%	-2	15%
CCCNC(=O)NC(C)C12CC3CC(CC(C3)C1)C2 (centres undefined)	5%	x	19%	x	-8%	-3%	1%	0%	6%	-23	-11%
O=C(NCC(c1ccco1)N1CCN(c2ccccc2F)CC1)C1CCCCC1 (centres undefined)	-11%	0%	18%	5%	0%	x	-8%	u	20%	-3	0%
Cc1ccc2c(c1)N(CC(=O)NCCCN1C(C)CCCC1C)C(=O)c1cccnc1O2 (centres undefined)	2%	-7%	9%	0%	-6%	9%	-6%	4%	-1%	1	-7%

Later entries.
SMILES	Chronic BCR inh	AT treatment	a7 integrin act	TCR activator	PTAP TSG101 blk	S-ASM inh	Tb PFK inh	ELG1 repair inh	Mito fusion act	TSHR antag	Eya2 inh
CCOC(=O)Cc1nnc(Nc2cc(C)ccc2C)c2ccccc12	u	-1%	-20%	-1%	0%	3%	1%	u	-5%	-4	-29%
COc1ccccc1-n1c([S-])c(C(=O)Nc2ccccc2C(F)(F)F)[n+]2ccc(C(=O)NCCO)cc12	u	0%	2%	7%	1%	49%[activator]	-5%	21%	-7%	14	-9%
O=S(=O)(c1cc(Cl)ccc1Br)N1CCCCC1	1%	3%	-3%	9%	-1%	-3%	-9%	6%	15%	-26	-19%
O=C(COC(=O)c1cnccn1)Nc1cccc(F)c1	-1%	12%	4%	x	-10%	3%	u	1%	x	x	10%
CCSc1cc(N2CCCC2)nc(-c2ccc(Cl)cc2)n1	7%	-4%	31%	1%	-5%	-4%	4%	14%	-2%	41	-12%
Cc1nn(C)c(C)c1CNC(=O)Nc1ccc(Cl)cc1	9%	6%	-5%	x	-1%	-2%	-5%	u	24%	23	-1%
Cc1ccc(Cl)c(NC(=S)N(CCCN2CCOCC2)Cc2ccco2)c1	-2%	-3%	-24%	x	-2%	4%	-4%	-4%	-4%	0	6%
CN(C)c1nc(N)c([N+](=O)[O-])c(NCc2ccccc2)n1	8%	7%	-7%	1%[46.1 µM]	-1%	-4%	-4%	u	-1%	5	-10%
Cn1cnc([N+](=O)[O-])c1Sc1ccc(C(C)(C)C)cc1	u	-2%	-44%	-6%	0%	3%	13%	-14%	4%	6	15%
COc1ccc(NS(=O)(=O)c2ccc(C(=O)N3CCN(Cc4ccccc4)CC3)cc2)cc1	-3%	2%	-11%	-2%	-5%	-1%	0%	u	1%	-16	-12%
O=C(O)c1cc2sccc2s1	-7%	-8%	1%	-4%	2%	4%	3%	-5%	1%	16	1%[15.4 µM]
CCc1ccc(NC(=O)Nc2ccc3c(c2)N(C)C(=O)CS3)cc1	u	13%	14%	-2%	-4%	-18%	-6%	u	5%	-6	1%
